# Compound activity (PubChem)
# aSyn rescue: alpha-synuclein toxicity inhibition in yeast; Yeast expressing alpha-synuclein, growth rescue, BacTiter-Glo, 24 h; Potency, µM (highest dose often 46.1 µM), without a hit: at the top dose growth rescue (activation), actives largely listed as activators; 370,000 tested, 0.14% active; also: potency is read from the fitted curve at half-maximal effect; % of control where 0% means no effect; nearly all actives have a fitted effect of over 65% in size
#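 Rescue of yeast growth: cells expressing toxic alpha-synuclein, induced in galactose at OD600 0.02, incubated with compound 24 h at 30 C. ATP luminescence quantified growth; inhibitors of toxicity appear as activators.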
# KB-V1 cytotox: KB-V1 MDR subline cytotoxicity. Potency, µM (highest dose often 46.1 µM), for the others: at the highest dose activity change, negative = cytotoxicity, most hits filed as cytotoxic. 400,000 tested, 3.4% active. AID 1347076. KB-V1 MDR cells viability, CellTiter-Glo, 72 h; also: potency is read from the fitted curve at half-maximal effect; % is scaled to controls: 0 for no effect and ±100 for the full control effect; nearly all actives have a fitted effect of over 60% in size
#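 Readout: CellTiter-Glo luminescence, 10 min after addition. Cells: KB-V1 MDR subline, 72 h at 37 degrees C with compound. Analysis: corrected, normalized data fitted to concentration-effect curves.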
# GLP1R ag: activates the human GLP-1 receptor; P43220; HEK293 GLP-1R CRE-luciferase, luminescence, 4-6 h; cells express a hypersensitive GLP-1R form; Potency, µM (top dose mostly 45.6 µM), without a hit: at the highest dose activation, actives largely listed as activators; 380,000 tested, 0.007% active; AID 624172; also: potency is read from the fitted curve at half-maximal effect; % of control where 0% means no effect
# Target sequence (P43220 whole entry, looked up): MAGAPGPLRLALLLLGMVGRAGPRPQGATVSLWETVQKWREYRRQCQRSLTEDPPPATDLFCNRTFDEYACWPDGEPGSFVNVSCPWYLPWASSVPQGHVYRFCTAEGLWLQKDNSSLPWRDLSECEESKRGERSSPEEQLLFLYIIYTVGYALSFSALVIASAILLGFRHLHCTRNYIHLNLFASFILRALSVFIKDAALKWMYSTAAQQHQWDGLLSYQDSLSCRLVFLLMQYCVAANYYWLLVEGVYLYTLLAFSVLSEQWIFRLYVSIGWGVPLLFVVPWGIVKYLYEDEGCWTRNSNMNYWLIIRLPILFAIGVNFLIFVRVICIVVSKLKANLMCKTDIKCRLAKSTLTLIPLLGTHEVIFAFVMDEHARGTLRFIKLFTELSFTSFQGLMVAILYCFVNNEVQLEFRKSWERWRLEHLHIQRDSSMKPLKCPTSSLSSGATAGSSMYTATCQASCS
# GLP1R cytotox: cytotoxicity counter-screen for GLP-1 receptor inverse agonists; HEK293 cAMP-luciferase reporter cells, luminescence, 24 h; AID 624418; 410,000 tested, 0.13% active; Potency, µM (titrated, usually from 38.3 µM), for the others: top-dose activity change, negative = inhibition, actives largely listed as inhibitors;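 also: loss of luciferase light is scored as toxicity; potency is read from the fitted curve at half-maximal effect; % is scaled to controls: 0 for no effect and ±100 for the full control effect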
#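 1536-well qHTS counterscreen of the MLSMR; 200 cells/uL, 12 h pre-incubation, 23 nL cpd, 24 h at 37 deg C 5% CO2, luciferase detection reagent, 12 min RT, luminescence. Inhibition = undesired.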
# PTHR1 agonist: activates the human parathyroid hormone receptor PTHR1; Q03431; HEK293 GP2 PTHR1 cells, GloSensor cAMP luminescence, 1 h; Potency, µM (series often up to 115 µM), for inactives: at the highest dose activation, most hits filed as activators; 410,000 tested, 0.075% active; AID 743266; also: potency is read from the fitted curve at half-maximal effect; nearly all actives have a fitted effect of over 55% in size; some results filed as inactive show a strong effect at the top dose; inactives centre near -15; many of its hits are not listed in these tables
# Target sequence (Q03431 whole entry, looked up): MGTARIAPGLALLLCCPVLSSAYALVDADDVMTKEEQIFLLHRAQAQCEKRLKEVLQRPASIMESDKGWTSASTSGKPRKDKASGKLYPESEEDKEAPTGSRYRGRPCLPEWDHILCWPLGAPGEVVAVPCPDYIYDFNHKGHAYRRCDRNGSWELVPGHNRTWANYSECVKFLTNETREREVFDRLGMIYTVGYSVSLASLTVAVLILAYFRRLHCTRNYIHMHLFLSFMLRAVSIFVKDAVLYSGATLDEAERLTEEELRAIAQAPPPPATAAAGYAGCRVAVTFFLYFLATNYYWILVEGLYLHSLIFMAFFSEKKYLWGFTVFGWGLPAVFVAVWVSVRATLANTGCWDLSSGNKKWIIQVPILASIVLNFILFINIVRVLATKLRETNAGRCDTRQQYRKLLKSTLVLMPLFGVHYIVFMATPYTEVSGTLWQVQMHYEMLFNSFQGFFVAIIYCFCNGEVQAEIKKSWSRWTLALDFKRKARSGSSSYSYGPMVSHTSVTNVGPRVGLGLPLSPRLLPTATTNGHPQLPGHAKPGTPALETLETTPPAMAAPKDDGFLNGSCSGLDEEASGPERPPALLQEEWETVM
#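 HEK-293-derived GP2 cells expressing PTHR1 and a GloSensor cAMP reporter, 3,000/well, plated overnight, given luciferin plus IBMX (each 0.5 mM as added) for 1 h at 37 °C, then compound for 1 h at 37 °C. Luminescence was read after 15 min at room temperature.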
# DRD3 agonist: D3 dopamine receptor (human) agonism. P35462. D3R DiscoveRx beta-arrestin cells, luminescence, 90 min. max activation, %. 410,000 tested, 0.58% active; in the data active = max activation above about 30%; also: 0% is about no effect; mostly tested at two doses, the higher about 12 µM
#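 Agonist-mode cell screen: cells plated at 1500/well and incubated overnight at 37 °C, then exposed to library compounds for 90 min at 37 °C. Detection reagent was added for 30–60 min at room temperature, and luminescence was read.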
# GLP1R inv ag: acts as inverse agonist at human GLP-1 receptor. HEK293 GLP-1R CRE-luciferase, luminescence, 24 h; GLP-1R form is constitutively active. P43220. Potency, µM (series often up to 38.3 µM), for the others: at the highest dose activity change, negative = inhibition, usual class: inhibitors. AID 624417. 410,000 tested, 1.6% active; also: potency is read from the fitted curve at half-maximal effect; % is scaled to controls: 0 for no effect and ±100 for the full control effect; nearly all actives have a fitted effect of over 55% in size
#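 HEK293 cells stably co-expressing constitutively active GLP-1R and a cAMP-responsive luciferase reporter were seeded in DMEM with 10% Nu serum, given compounds after 12 h, and incubated 24 h at 37 deg C. Luminescence was then read.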
# DRD3 antagonist: D3 dopamine receptor (human) antagonism | D3R cells, DiscoveRx beta-arrestin luminescence, antagonist mode; stronger effect = lower value | max response, negative = inhibition, % | 360,000 tested, 2.5% active | AID 652054; in the data active = max response below about -50%; inconclusive = no clear call, values can overlap the other calls; also: % is scaled to controls: 0 for no effect and ±100 for the full control effect; mostly tested at two doses, the higher about 12 µM
#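 Cells expressing the human receptor were seeded at 1500 cells/well, incubated overnight at 37 degrees C in 5% CO2, then exposed to library compounds with dopamine controls for 90 minutes at 37 degrees C before luminescent detection.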
# TDP-43 yeast inh: TDP-43 toxicity inhibition in yeast. 410,000 tested, 1.8% active. TDP-43 expressing yeast growth rescue, BacTiter-Glo, 24 h. Potency, µM (titrated, usually from 46.1 µM), for the others: at the top dose growth rescue (activation), hits mostly activators; also: potency is read from the fitted curve at half-maximal effect; % of control where 0% means no effect; nearly all actives have a fitted effect of over 50% in size
#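 Galactose-induced TDP-43 yeast, OD600=0.02, compound pinned; 24 hr, 30 deg C; BacTiter-Glo luminescence for growth. Inhibitors of TDP-43 toxicity read as activators.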
# * hit, by the source's call; i = inactive; ? = inconclusive; · = no result given; [ ] = another dose, or the depositor's remark. Unless noted, calls follow the shape of the dose curve; as a rule, active = well fitted curve in the direction sought with a large enough effect; inconclusive = small, poorly fitted or top-dose-only effect, or another doubt; inactive = no such curve, though single readings can be large; an effect the other way counts as inactive or inconclusive. Not all compounds are listed. The share of hits here may be higher or lower than overall.
SMILES,aSyn rescue,KB-V1 cytotox,GLP1R ag,GLP1R cytotox,PTHR1 agonist,DRD3 agonist,GLP1R inv ag,DRD3 antagonist,TDP-43 yeast inh
COc1cccc(NC2=NCCCCC2)c1,2%,3%,2%,7%,-16%,13,9%,3,-3%
Cn1c(N)c(C(=O)CSc2nnc(C3CC3)n2-c2ccccc2)c(=O)n(C)c1=O,2%,-1%,-14%,-7%,i,5,15%,-16,21%
O=C(CSc1nccn1-c1ncc(C(F)(F)F)cc1Cl)c1ccc(Cl)cc1,-5%,1%,-6%,7%,-25%[57.5 µM],1,-34%,-107*,-13%
CCN(C(=O)Cc1cccs1)c1nnc(-c2cccnc2)s1,0%,-20%,6%,-12%,i,4,24%,22,19%
Cc1cc(C)nc(SCC(=O)N2CCOCC2)n1,0%,1%,1%,-26%,-9%[57.5 µM],15,6%,-54*,-12%
COc1ccc(C(NCC(=O)Nc2c(C)cccc2C)c2ccccc2)cc1 (stereo not given),8%,3%,11%,1%,i,-1,?,10,-9%
CCCCc1c(-c2cccc(F)c2)ncn1CCc1ccccc1OC,5%,12µM*,-3%,-4%,-46%[inhibitor],10,?,65,0%
COc1ccc(S(=O)(=O)N(CC(=O)Nc2cc(Cl)ccc2C)Cc2ccccc2)cc1OC,·,6%,·,-5%,-35%[inhibitor],-13,?,·,-6%
O=C(NCc1ccccc1)C1C(c2ccc3c(c2)OCO3)=Nc2ccccc2N1C(=O)c1ccccc1 (stereo not given),-1%,?,·,-21%,i,-6,?,-27,13µM*
CCC1CCc2nc3sc(C(=O)Nc4cccc(C(F)(F)F)c4)c(N)c3cc2C1 (stereo not given),·,6%,0%,14%,?,-8,-10%,·,-5%
COc1ccc(/C(N)=N/OC(=O)c2ccc(OC)c([N+](=O)[O-])c2)cc1OC,-4%,-26%,-1%,-9%,-20%,4,46%[activator],5,20%
CN1C(=O)CC(N2CCN(C(=O)CN3CCCC3)CC2)C1=O (stereo not given),5%,20%,-10%,1%,-5%[57.5 µM],1,5%,6,-1%
CCCOc1ccc(-c2c(C(=O)N/N=C(\C)COc3ccccc3)nnn2-c2nonc2N)cc1,-8%,16%,3%,4%,-37%[inhibitor],-2,8%,1,-6%
Cc1cccc(N2C(=O)c3ccc(C(=O)Nc4ccccn4)cc3C2=O)c1,4%,?,-5%,-4%,-7%,5,1%,16,20%
CC(CNCC1CCCO1)COc1ccccc1 (stereo not given),-2%,3%,-8%,12%,i,-18,-5%,-79*,-9%
Nc1nc(SCc2ccccc2)c2ncn(Cc3ccccc3)c2n1,3%,?,23%,-1%,-36%,0,7.9µM*,13,6%
CCc1ccc(-n2c(Cc3ccccc3)n[nH]c2=S)cc1,-2%,0%,-8%,?,-13%,-2,?,?,18%
Cc1cc(=O)n2nc(N3CCC(C(=O)NCCCOC(C)C)CC3)sc2n1,·,?,·,1%,-15%,-4,1%,·,-2%
CCN(CC)C(=O)Cn1cc(C(=O)C(=O)N2CCCc3ccccc32)c2ccccc21,0%,0%,2%,1%,i,-11,-14%,14,-2%
Nc1c(Cl)cc(C2=NCCn3nc4cc([N+](=O)[O-])ccc4c32)cc1Cl,8%,-14%,14%,-5%,-21%,-10,1%,74,23%
Fc1ccc2c(c1)C(c1ccncc1)=NNC(c1cccnc1)=N2,·,3%,3%,-11%,i,-3,-2%,33,-8%
Cc1nnc(SCC(=O)Nc2ccc(N3CCN(S(C)(=O)=O)CC3)cc2)o1,1%,-7%,9%,6%,-18%,-8,9%,-22,-20%
O=C(N/N=C/c1ccoc1)c1ccccc1F,2%,34%,-2%,6%,i,2,9%,13,-1%
CCOCCCNCc1ccc(OCCC(C)C)c(OC)c1,-5%,-14%,6%,-1%,i,-2,-19%,4,-12%
O=C1CCc2cc(S(=O)(=O)NC(C(=O)Nc3cccc(F)c3)c3ccccc3)ccc2N1 (stereo not given),·,1%,·,-4%,i,-2,11%,·,-1%
CCc1ccc(CNC(=O)CCn2c(=O)c3cccn3c3ccc(F)cc32)cc1,·,·,·,-9%,-4%,-15,11%,·,13%
O=C(CCn1ccc2cc(S(=O)(=O)N3CCCC3)ccc21)NCc1ccccc1,-4%,-9%,-2%,-8%,i,-1,-14%,-4,2%
Cc1ccnc(NS(=O)(=O)c2ccc(NS(=O)(=O)c3ccccc3)cc2)n1,0%,-2%,-2%,4%,i,-2,0%,27,-18%
O=C(O)c1cccc(N2C(=O)c3cc4cccc(Br)c4cc3C2=O)c1,-17%,7%,3%,-13%,i,13,5%,-3,17%
COc1ccc(N2CCN(C(=O)CCCC3=NS(=O)(=O)c4ccccc4N3)CC2)cc1,-1%,11%,-2%,-17%,-1%[57.5 µM],-5,-3%,19,-5%
Cc1ccc(NC(=O)c2ccc(CSc3nnnn3C)cc2)cc1,-1%,-28%,-1%,15%,-84%[inhibitor][57.5 µM],7,8%,-8,-9%
COc1ccc(NC(=O)C(c2ccc(C#N)cc2)n2c(=O)c(-c3ccco3)nc3ccccc32)cc1 (stereo not given),-3%,-2%,·,2%,i,-11,-24%,?,9%
O=C(c1ccc(F)cc1)N1CCC(C(=O)N2CCN(c3ncccn3)CC2)CC1,-1%,·,3%,7%,i,-5,8%,-1,23%
COC(=O)c1ccc(NC(=O)CCc2nnc3ccc(NCc4ccco4)nn23)cc1,-4%,8%,-4%,2%,?,3,49%[activator],12,-5%
Cc1noc(C)c1C(=O)NCC1COc2ccccc2O1 (stereo not given),6%,-4%,1%,4%,-20%,0,6%,-1,9%
Cc1ccc(N(C)S(=O)(=O)c2cccc(C(=O)NC3=NCCS3)c2)cc1,-7%,-12%,3%,-3%,-1%,-1,?,10,20%
COc1ccc(CNCCS(=O)(=O)NN2CCOCC2)cc1,-9%,0%,-1%,-3%,i,10,16%,23,14%
COc1ccc(-c2cn3c(n2)sc2cc(C(=O)NCc4cccs4)ccc23)cc1,·,·,·,0%,i,12,10%,·,15%
COc1ccc(C(C(=O)NC(C)(C)C)N(C(=O)CCC(=O)Nc2ccccn2)C2CCCCC2)cc1 (stereo not given),-1%,-17%,12%,2%,i,1,-23%,4,-10%
C=CCn1c(=O)/c(=C/c2ccc(O)cc2)s/c1=C(/C#N)c1nnc2n1CCCCC2,-1%,1%,3%,0%,?,-12,28%,-14,-13%
CC[C@]12C(=O)N(C)C[C@H]([C@@H]3C(=O)N(Cc4ccccc4)C(=O)[C@@H]31)N2C(=O)c1ccc(Br)cc1,-1%,?,0%,?,-47%[inhibitor],0,10%,36,4%
COc1ccc(C(=O)CC(=O)O)c2c1C=CC(C)(C)O2,-1%,0%,-11%,3%,i,-2,-4%,-16,-7%
COc1ccc(/C=C2/SC(=O)N(CCCCCC(=O)Nc3ccccc3C(=O)O)C2=S)cc1,-1%,-1%,9%,-19%,-26%,12,-22%,8,-9%[0.397 µM]
Cc1cc(OCC(=O)NCCCN2CCOCC2)cc(C)c1Cl,0%,?,-11%,-8%,i,-7,0%,-12,0%
Cc1ccc(-n2c(SCC(=O)Nc3ccc(Cl)cc3)nc(O)cc2=O)cc1,0%,?,-3%,-8%,i,0,?,-3,-7%
O=C(Nc1cccc(-n2cnnn2)c1)C1CCCN(Cc2cccc(C(F)(F)F)c2)C1 (stereo not given),0%,?,2%,-5%,-42%[inhibitor],-8,?,-12,9%
O=C(O)C1CC=CCC1C(=O)Nc1ccccc1C(=O)N1CCN(c2ccc(Cl)cc2)CC1 (stereo not given),7%,-26%,1%,-3%,8%,-5,5%,-1,-7%
Cc1cccc(N=C2C(=O)Nc3c(Cl)cccc32)c1,1%,?,3%,3%,i,-19,16%,-30,-4%
CC(=O)C1=C(O)CC(c2ccccc2)CC1=NCCc1c(C)[nH]c2ccccc12 (stereo not given),0%,?,-1%,-23%,-16%,-1,2%,1,-6%
Nc1nonc1-n1nnc(C(=O)N/N=C/c2cccs2)c1CSc1ccccc1,0%,?,0%,-2%,-20%,5,-2%,11,-2%
CCc1ccc(NC(=O)Cn2nc(C)n3cccc3c2=O)cc1,0%,27%,-3%,0%,i,-7,27%,-8,27%
COc1ccc(CNC(=O)c2c(Nc3ccc(OC)cc3OC)sc(C(=O)c3ccc(Cl)cc3)c2N)cc1,·,?,·,4%,-48%[inhibitor],5,?,·,12%
Cc1nc(-c2ccc(Cl)cc2)sc1C1(C)CC(c2ccc(C#N)cc2)=NO1 (stereo not given),-26%,5%,1%,4%,-49%[inhibitor],-1,-1%,-19,-10%
CC(C)CN(C(=O)CSc1ncnc2sccc12)C1CCS(=O)(=O)C1 (stereo not given),-3%,?,12%,-1%,4%,-5,15%,-5,7%
COC(=O)c1ccc(NC(=O)CSc2nc3cccnc3n2C)cc1,1%,-12%,3%,-4%,-7%[57.5 µM],8,58%[activator],17,17%
CCn1nc(-c2ccccc2)c(-c2ccccc2)c(C(=O)Nc2nc(C)c(C(C)=O)s2)c1=O,·,·,·,-13%,i,22,4.5µM*,·,13%
CC1(C)CC(=O)C(C=NCCN2CCNC2=O)=C(O)C1,-3%,7%,-5%,1%,i,7,16%,-13,-12%
COc1ccc(CCn2c(=O)c3cccnc3n(CC(=O)Nc3ccc(C)cc3C)c2=O)cc1OC,·,8%,·,-4%,i,-2,-17%,·,13%
COCCNc1nc(NCCOc2ccccc2Cl)c2sccc2n1,0%,?,-4%,-4%,-13%,-10,?,-17,17%
OCCCNc1ncnc2c1ncn2[C@H]1CN(Cc2ccco2)C[C@@H](CO)O1,-7%,3%,-4%,4%,-4%,6,12%,23,23%
